# Compound activity from PubChem BioAssay.
# GC-A act – GC-A stimulated cGMP production enhancers – HEK293 GC-A cells, cGMP TR-FRET, EC30 ANP, primary screen; 0% at EC30 ANP, 100% saturating ANP; activation, % at 10 µM; actives 0.14% (n = 370,000); in the data active = activation above about 40%
# FXN GAA850 act – FXN promoter activators, primary screen, cell-based, luciferase luminescence, HEK293 lucGAA850. HEK293 lucGAA850 FXN promoter luciferase reporter, 24 h; percent of 10 µM SAHA response. activation, % at 6 µM. actives 0.56% (n = 360,000);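 active = activation above the average of all compounds screened plus 3 SD, cutoff fixed separately per campaign, cut at about 7.5% in these data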;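 note: 0% = DMSO wells and 100% = 10 µM SAHA wells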
# ADAM10 inh – human ADAM10 inhibitors, primary screen, biochemical, QFRET, HTS | actives 0.62% (n = 370,000) | recombinant ADAM10, EDANS/DABCYL FRET peptide cleavage, 3 h | inhibition, % at 7 µM | Disintegrin and metalloproteinase domain-containing protein 10 (Homo sapiens), O14672;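 active = inhibition above a per-campaign cutoff equal to the mean of compounds falling between control-based bounds plus 3 SD, cut at about 20% in these data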;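 note: 0% = DMSO wells while the 100% control is not disclosed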
# hgDAF12 agonist – H. glycines DAF-12 receptor agonists, primary screen, cell-based, luminescence, HEK293, GAL4 fusion, UAS-luciferase | Nuclear hormone receptor DAF-12 (Heterodera glycines), GAL4 fusion | HEK293 GAL4-hgDAF12 UAS-luciferase reporter, agonist luminescence; normalized to butyrate control | activation, % at 6.8 µM | actives 1.8% (n = 370,000) | AID 687014, 2013;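 active = activation above a cutoff set at the mean of all screened compounds plus 3 SD, cut at about 10% in these data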;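 note: 0% = DMSO wells and 100% = sodium butyrate wells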
# DAX1 inh-1 – DAX1 (NR0B1) inhibitors, primary screen, cell-based, HEK293, Gal4-DAX1, luciferase luminescence | Nuclear receptor subfamily 0 group B member 1 (Homo sapiens), P51843 | HEK293 Gal4-DAX1 luciferase reporter | inhibition, % at 6.75 µM | actives 0.99% (n = 340,000) | AID 504766, 2011;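 active = inhibition above the mean over all tested compounds plus 3 SD, cut at about 4.2% in these data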;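 note: 0% = DAX1-transfected cells with DMSO and 100% = empty-vector control cells with DMSO; inhibition shows as a rise in luminescence from relieved DAX1 repression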
# Target sequence (P51843 207-470 limits assumed): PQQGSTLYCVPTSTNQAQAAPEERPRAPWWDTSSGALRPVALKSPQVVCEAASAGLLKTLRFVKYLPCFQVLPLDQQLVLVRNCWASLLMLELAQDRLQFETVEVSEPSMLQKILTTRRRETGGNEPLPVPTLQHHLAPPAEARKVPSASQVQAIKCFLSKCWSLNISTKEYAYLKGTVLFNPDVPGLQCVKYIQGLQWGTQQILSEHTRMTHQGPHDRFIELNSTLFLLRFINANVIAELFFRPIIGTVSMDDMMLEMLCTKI
# sPLA2-III inh – human group III sPLA2 inhibitors, primary screen, biochemical, QFRET, BODIPY PC-A2 liposome substrate. actives 0.56% (n = 370,000). inhibition, % at 12.2 µM. QFRET BODIPY PC-A2 liposome hydrolysis, fluorescence. AID 743126, 2013;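 active = inhibition above mean plus 3 SD of compounds lying within the high and low control bounds, cut at about 19% in these data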;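 note: 0% = median of test compound wells and 100% = no enzyme DMSO wells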
# Target sequence (Q9NZ20 whole entry, looked up): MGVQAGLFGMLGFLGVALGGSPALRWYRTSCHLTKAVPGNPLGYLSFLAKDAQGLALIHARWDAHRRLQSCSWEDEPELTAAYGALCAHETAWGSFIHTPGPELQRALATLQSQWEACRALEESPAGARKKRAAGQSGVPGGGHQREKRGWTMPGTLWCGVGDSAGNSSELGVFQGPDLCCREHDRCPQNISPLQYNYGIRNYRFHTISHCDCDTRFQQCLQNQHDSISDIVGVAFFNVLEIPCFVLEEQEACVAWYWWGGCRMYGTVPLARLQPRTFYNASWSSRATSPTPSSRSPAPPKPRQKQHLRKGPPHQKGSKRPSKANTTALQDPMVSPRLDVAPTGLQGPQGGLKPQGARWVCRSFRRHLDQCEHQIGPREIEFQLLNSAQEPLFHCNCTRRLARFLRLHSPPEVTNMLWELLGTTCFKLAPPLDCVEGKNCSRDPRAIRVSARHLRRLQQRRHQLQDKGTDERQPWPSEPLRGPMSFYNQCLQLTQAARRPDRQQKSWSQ
# SMARCA2 activ – SMARCA2 (BRM) function activators, primary screen, cell-based, luminescence, high throughput; AID 652017, 2013; activation, % at 9.1 µM; actives 1% (n = 370,000); MG213 cells, MMTV-luciferase reporter, dexamethasone, overnight; in the data active = activation above about 7.8%;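 note: 0% = vehicle wells and 100% = reference activator wells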
# ssDAF12 agonist – S. stercoralis DAF-12 nuclear receptor activators, primary screen, cell-based, luminescence, HEK293, GRIP1 co-expression, lit1-tk-luc; Nuclear hormone receptor DAF-12 (Strongyloides stercoralis); HEK293 ssDAF-12/GRIP1 lit1-tk-luc reporter; % of 3 µM dafachronic acid response; activation, % at 6.8 µM; actives 1% (n = 370,000);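 active = activation above the mean over all tested compounds plus 3 SD, cut at about 0.9% in these data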;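 note: 0% = DMSO-only wells and 100% = 3 µM delta7-dafachronic acid wells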
# DAX1 inh-2 – DAX1 (NR0B1) inhibitors on StAR promoter, primary screen, cell-based, luminescence, SF-1 (NR5A1), full-length DAX-1; HEK293T StAR-luciferase reporter, SF-1/DAX-1 repression relief; inhibition, % at 6.8 µM; actives 1.1% (n = 370,000); AID 652010, 2013;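 active = inhibition above the mean over all tested compounds plus 3 SD, cut at about 3.6% in these data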;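 note: 0% = DAX-1 cells with DMSO and 100% = cells lacking DAX-1 with DMSO; higher inhibition means more luminescence from relief of DAX-1 repression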
# hcDAF-12 act – H. contortus DAF-12 nuclear receptor activators, primary screen, cell-based, luminescence, HEK293, lit1-tk-luc reporter; HEK293 hcDAF-12 lit1-tk-luc reporter; 0% DMSO, 100% Δ7-dafachronic acid; activation, % at 6.8 µM; actives 1.4% (n = 370,000);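 active = activation above the mean of all tested compounds plus 3 SD, cut at about 5.5% in these data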;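 note: 100% = response to 3 µM Δ7-dafachronic acid high control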
# GC-B act – human GC-B receptor activators, primary screen, HEK293 GC-B cells, cGMP TR-FRET, EC30 CNP; activation, % at 10 µM; Atrial natriuretic peptide receptor 2 (Homo sapiens), P20594; actives 0.11% (n = 370,000); 0% at EC30 CNP, 100% saturating CNP;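 active = activation at 10 µM reaching about 35% in either raw or pattern-adjusted values, limit read from the data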
# * marks the source's active call; other numbers are inactive results; i = inactive; · = no result given. Compounds were not picked by outcome. Share with any hit: about 6.6%.
no.	structure	GC-A act	FXN GAA850 act	ADAM10 inh	hgDAF12 agonist	DAX1 inh-1	sPLA2-III inh	SMARCA2 activ	ssDAF12 agonist	DAX1 inh-2	hcDAF-12 act	GC-B act
1	O=C(NNc1ccc([N+](=O)[O-])cc1)C1CC1c1ccccc1 (centres undefined)	-1	-0.8	5	1.7	0.9	-1	0	-1.2	-0.3	-0.6	3
2	Cc1nc2cc(NC(=O)CCS(=O)(=O)c3ccccc3)ccc2s1	3	4.8	-7	12*	3.7	-1	1	-0.3	4.0*	7.8*	2
3	CCc1ccc(N2CC(C(=O)NC3=NCCS3)CC2=O)cc1 (centres undefined)	2	2.8	0	-2.4	0.7	-1	-2	-1.0	0.5	-1.3	2
4	CN(CCCNC(=O)CSc1cc(=O)n(C)c2ccc(Cl)cc12)Cc1ccccc1	-25	1.7	-23	1.2	1.1	-4	1	-1.2	0.2	2.0	-13
5	COC(=O)[C@]1(C)N[C@H](CN(C)C(C)=O)[C@@H]2C(=O)N(C)C(=O)[C@@H]21	1	-0.9	0	0.0	-0.6	2	-2	-1.4	-0.1	-0.8	4
6	COC(=O)c1ccc2c(c1)N(Cc1ccccc1F)C(=O)c1ccccc1S2=O (centres undefined)	-12	0.3	3	2.3	-2.2	-3	-1	-1.4	-0.5	-0.7	-14
7	CCCC(=O)N1c2ccccc2C(=C2SC(C(=O)OC)=C(C(=O)OC)S2)C(=S)C1(C)C	-4	1.3	6	2.3	1.7	6	-4	-1.2	0.3	0.6	-9
8	CC(C)OCCCNC(=S)N1CCC(C(=O)c2ccc(Cl)cc2)CC1	-3	2.1	11	-0.9	-0.9	12	1	-1.7	-0.8	-2.8	1
9	O=C(O)c1cc(-c2cccnc2)nn1-c1ccccn1	-1	-0.3	6	-1.0	0.0	2	-1	-0.7	0.0	-1.5	0
10	CC(=O)c1cccc(S(=O)(=O)N(Cc2cc3cc4c(cc3[nH]c2=O)OCCO4)CC2CCCO2)c1 (centres undefined)	-2	0.1	-9	-0.8	0.3	3	-2	-1.3	0.6	-1.9	7
11	O=c1sc2ccccc2c(N2CCOCC2)c1[N+](=O)[O-]	3	0.5	10	-1.2	0.7	-2	1	-1.0	0.3	-1.1	1
12	Cc1cc(Oc2ccccc2)nc(SCC(N)=O)n1	2	0.7	-8	1.0	0.0	3	-5	-1.2	0.6	-1.9	1
13	Cc1cc(NC(=O)Nc2cccc([N+](=O)[O-])c2)no1	0	0.3	-12	0.4	1.1	2	-1	-1.0	0.0	-1.1	0
14	Cc1cccc(NC(=O)c2ccc(Cl)nc2)n1	0	2.2	-1	1.8	-0.4	-2	0	-0.9	0.6	-1.0	1
15	CCOC(=O)N1CC=C2C(C#N)=C(N)C(C#N)(C#N)[C@H](c3ccc(OCC)c(OCC)c3)[C@H]2C1	0	-4.2	-31	-0.1	-1.0	-9	-3	-1.8	-0.3	-2.5	-5
16	Cc1cc(C(O)c2ncc(-c3ccccc3Cl)[nH]2)ccc1F (centres undefined)	-1	-0.3	-5	-1.2	·	-8	5	-0.8	-0.1	0.3	1
17	COc1cccc(OCCNC(=O)c2cc([N+](=O)[O-])cc([N+](=O)[O-])c2)c1	-8	-1.7	5	-0.9	-1.0	1	-1	-1.4	0.1	0.2	-4
18	CC(C)(C)OC(=O)[C@H](Cc1ccccc1)NC(=O)c1nc[nH]c1C(=O)NC1CCN(C(=O)OC(C)(C)C)CC1	0	-2.8	24*	-0.6	-1.1	-8	1	-1.1	0.2	-2.0	12
19	CCS(=O)(=O)N1CCC(C(=O)NCc2cccnc2)CC1	1	-2.1	-8	0.4	-0.1	20*	-4	-1.5	-0.4	2.2	3
20	O=C(CNCc1ccccc1Cl)Nc1cc(S(=O)(=O)N2CCOCC2)ccc1Cl	-2	0.8	12	-3.4	1.3	-14	-4	-1.6	1.2	-1.0	3
21	CC(=O)c1cccc(-c2cnc3c(NC=O)cc(-c4ccccc4Oc4ccccc4)cn23)c1	-2	2.5	-3	-3.5	·	-2	-1	-1.2	-2.3	-0.5	2
22	CN(c1cccc(NS(=O)(=O)c2cccc([N+](=O)[O-])c2)c1)S(C)(=O)=O	3	2.0	4	4.2	-0.3	-4	2	-1.1	0.3	-1.3	0
23	COc1cc(/C=N/Nc2ccccc2[N+](=O)[O-])ccc1OC(=O)c1ccccc1F	3	-0.5	5	5.1	-0.7	7	4	0.0	0.4	2.4	-2
24	Clc1nnc2c3ccccc3ccn12	-2	0.3	-8	0.9	0.4	-5	6	-0.8	1.0	1.2	1
25	O=C(c1cc(COc2c(F)cccc2F)on1)N1CCC(c2ccccc2F)C1 (centres undefined)	1	3.5	12	5.3	0.2	-11	0	-0.4	1.5	1.1	2
26	O=C(COC(=O)C1(c2ccc(Cl)cc2)CCCC1)Nc1ncc(C(F)(F)F)cc1Cl	-12	-0.2	6	-1.5	-1.2	-4	-2	-1.4	0.0	-1.3	-9
27	CC1(C)CC(=O)c2c(Cc3ccccc3)noc2C1	0	3.5	-7	-0.7	-0.6	8	-4	-1.2	2.2	-1.4	0
28	CCC(C)NC(=O)c1cc(-c2ccccc2O)on1 (centres undefined)	2	4.8	-5	14*	1.0	1	5	-0.6	3.4	2.8	2
29	Cc1nc(Cl)sc1C(=O)O	3	1.9	-15	-2.3	-0.2	3	2	-0.8	0.1	-1.1	4
30	CCN(CC)Cc1c(O)ccc2c(=O)c(-c3ccccc3)coc12	6	-1.7	i	1.4	1.5	7	2	-0.2	1.4	-1.1	-4
31	CCn1c(SCc2cccc(C(F)(F)F)c2)nnc1-c1ccco1	-5	-0.7	9	-1.3	0.6	0	4	-1.2	-1.3	-0.9	-10
32	COc1ccccc1C(=O)COC(=O)c1ccc(N(C)C)cc1	5	4.2	6	16*	4.5*	-12	-2	0.0	3.2	4.9	4
33	O=C(O)C/C(=C\c1cc(Br)cs1)c1nc2ccccc2o1	0	-0.2	-11	0.2	1.5	-3	6	0.3	0.1	2.5	-7
34	Cc1noc(C)c1CSc1ncnc2sc3c(c12)CCCCC3	-4	1.7	-3	-2.2	-1.0	10	-2	-0.9	-0.1	-1.1	4
35	CC(C)(C)N1NC(=O)Nc2ccccc2C1=O	1	-1.0	6	1.1	0.6	2	9.6*	-1.1	-0.8	-1.5	-1
36	CCOc1ccc(N(CC)S(=O)(=O)c2cccc3nsnc23)cc1	-1	-1.5	3	-0.7	1.4	14	-1	-1.0	-0.4	-2.2	-2
37	CCCCn1c(N)c(N(CC)C(=O)CSc2nnc(-c3ccco3)n2CC)c(=O)[nH]c1=O	1	0.6	-12	-2.5	-0.8	1	-1	-0.9	2.8	-0.3	2
38	CCn1c(=S)[nH]c2nc3c(cc2c1=O)CCCC3	14	-0.9	-3	0.5	0.1	0	-2	-1.6	-0.7	-0.5	15
39	Cc1ccc(-n2nc(C)c(/C=N/NC(=O)c3cccnc3)c2Cl)cc1	2	1.2	1	-1.0	0.3	-2	-2	-1.9	-0.3	-0.7	-6
40	O=C(Nc1nccs1)c1cc(S(=O)(=O)N2CCCCC2)ccc1Cl	-3	-0.4	0	1.1	0.2	-7	0	-0.9	-1.5	-1.0	-5
41	C1CCN(C2CCN(c3nc4nonc4nc3N3CCSCC3)CC2)C1	-1	-1.1	4	-1.9	1.0	-3	-1	-1.1	-0.3	0.0	2
42	CC(C)CCN1CC(C(=O)NC(C)C)CC1=O (centres undefined)	·	-1.5	-8	3.0	1.5	6	-2	-0.5	0.3	-0.7	·
43	COc1cc2c(cc1NCc1ccc3c(c1)OCO3)oc1ccccc12	-5	1.2	-44	-0.1	0.3	4	4	-0.8	0.2	-0.9	4
44	Cn1c(=O)oc2cc(S(=O)(=O)NCc3ccc(C(=O)O)cc3)ccc21	3	1.5	0	4.1	-1.4	6	4	-1.2	0.2	3.9	5
45	CCOC(=O)CSc1nnc(CSc2nc3sc4c(c3c(=O)[nH]2)CCC4)n1C	1	-1.9	-13	-0.7	1.6	1	-4	-0.2	0.1	-0.3	4

# 5 records drawn at random from the list so far:
no.	structure	GC-A act	FXN GAA850 act	ADAM10 inh	hgDAF12 agonist	DAX1 inh-1	sPLA2-III inh	SMARCA2 activ	ssDAF12 agonist	DAX1 inh-2	hcDAF-12 act	GC-B act
40	O=C(Nc1nccs1)c1cc(S(=O)(=O)N2CCCCC2)ccc1Cl	-3	-0.4	0	1.1	0.2	-7	0	-0.9	-1.5	-1.0	-5
42	CC(C)CCN1CC(C(=O)NC(C)C)CC1=O (centres undefined)	·	-1.5	-8	3.0	1.5	6	-2	-0.5	0.3	-0.7	·
45	CCOC(=O)CSc1nnc(CSc2nc3sc4c(c3c(=O)[nH]2)CCC4)n1C	1	-1.9	-13	-0.7	1.6	1	-4	-0.2	0.1	-0.3	4
38	CCn1c(=S)[nH]c2nc3c(cc2c1=O)CCCC3	14	-0.9	-3	0.5	0.1	0	-2	-1.6	-0.7	-0.5	15
37	CCCCn1c(N)c(N(CC)C(=O)CSc2nnc(-c3ccco3)n2CC)c(=O)[nH]c1=O	1	0.6	-12	-2.5	-0.8	1	-1	-0.9	2.8	-0.3	2

# Continued:
no.	structure	GC-A act	FXN GAA850 act	ADAM10 inh	hgDAF12 agonist	DAX1 inh-1	sPLA2-III inh	SMARCA2 activ	ssDAF12 agonist	DAX1 inh-2	hcDAF-12 act	GC-B act
46	O=C(Cc1cccc(NC(=O)C2CCCN(C(=O)CCc3ccccc3)C2)c1)Nc1cccc(C(=O)N2CCOCC2)c1 (centres undefined)	2	0.3	3	-4.0	0.7	-12	-1	-1.2	0.5	-0.8	-2
47	COc1ccc(-c2nc(SCC(=O)NC3CCCCC3)n[nH]2)cc1	0	-2.7	-10	-3.4	-0.7	0	-2	-1.4	-3.5	-2.6	-1
48	CCCS(=O)(=O)N1CCCC(C(=O)NCc2ccco2)C1 (centres undefined)	2	0.9	-3	2.7	2.0	-5	-1	-1.0	0.3	0.2	1
49	Cc1cccc(C(=O)NC2CCN(CC(=O)Nc3ccc4c(c3)OCO4)CC2)c1	-5	-0.6	2	0.9	-0.6	-4	4	-1.8	-0.3	-2.3	-1
50	CC1=C(C(=O)OCC2CCCO2)C(c2ccccc2Cl)NC(=O)N1 (centres undefined)	-5	-0.8	-8	0.1	-0.7	4	-1	-0.4	1.4	-1.4	1
